Screening results as filed in PubChem.
Tb PGK inh – T. brucei PGK inhibition; AID 602233; hit rate 0.043% among 380,000; Potency, µM (doses to about 57.5 µM), without a hit: top-dose activity change, negative = inhibition, actives largely listed as inhibitors; PGK/GAPDH coupled, Kinase-Glo luminescence, 60 min; P07378; also: potency is read from the fitted curve at half-maximal effect; % is scaled to controls: 0 for no effect and ±100 for the full control effect; nearly all actives have a fitted effect of over 60% in size
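Recombinant glycosomal PGK reaction used 1,3-bisphosphoglycerate generated in-well by GAPDH (100nM final) in 100mM TEA pH 7.6, 5mM MgCl2, 0.01% Tween-20. After 60 minutes at room temperature, ATP was read by Kinase-Glo Plus luminescence end-point.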
Pol kappa inh – inhibitors of human DNA polymerase kappa. Q9UBT6. hit rate 0.53% among 400,000. purified Pol kappa, fluorescent DNA synthesis assay, 10 min. Potency, µM (doses to about 107 µM), without a hit: top-dose activity, negative = inhibition, actives largely listed as inhibitors; also: potency is read from the fitted curve at half-maximal effect; % is scaled to controls: 0 for no effect and ±100 for the full control effect
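First, compounds were pin-transferred onto 10 nM Pol kappa. After 15 min at room temperature, substrate was added to 50 nM final. Fluorescence was then measured kinetically at 0 and 10 min.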
RXFP1 antag – blocks the human relaxin receptor RXFP1 | Q9HBX9 | HEK293-RXFP1, relaxin-stimulated cAMP HTRF, 30 min; hits give low values | activity change, negative = inhibition, % at 57.5 µM | hit rate 0.59% among 350,000;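 active = activity change of -60% or lower, but not beyond a set lower limit; inconclusive = change between -60% and -40%, or beyond the set limit; inactive = change above -40%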; also: % is scaled to controls: 0 for no effect and ±100 for the full control effect
POLI inh – blocks human DNA polymerase iota activity; Q9UNA4; Pol iota fluorescent replication assay, 10 min; Potency, µM (highest dose often 115 µM), for inactives: top-dose activity, negative = inhibition, usual class: inhibitors; hit rate 1% among 390,000; AID 588590; also: potency is read from the fitted curve at half-maximal effect
Target sequence (Q9UNA4 whole entry, looked up): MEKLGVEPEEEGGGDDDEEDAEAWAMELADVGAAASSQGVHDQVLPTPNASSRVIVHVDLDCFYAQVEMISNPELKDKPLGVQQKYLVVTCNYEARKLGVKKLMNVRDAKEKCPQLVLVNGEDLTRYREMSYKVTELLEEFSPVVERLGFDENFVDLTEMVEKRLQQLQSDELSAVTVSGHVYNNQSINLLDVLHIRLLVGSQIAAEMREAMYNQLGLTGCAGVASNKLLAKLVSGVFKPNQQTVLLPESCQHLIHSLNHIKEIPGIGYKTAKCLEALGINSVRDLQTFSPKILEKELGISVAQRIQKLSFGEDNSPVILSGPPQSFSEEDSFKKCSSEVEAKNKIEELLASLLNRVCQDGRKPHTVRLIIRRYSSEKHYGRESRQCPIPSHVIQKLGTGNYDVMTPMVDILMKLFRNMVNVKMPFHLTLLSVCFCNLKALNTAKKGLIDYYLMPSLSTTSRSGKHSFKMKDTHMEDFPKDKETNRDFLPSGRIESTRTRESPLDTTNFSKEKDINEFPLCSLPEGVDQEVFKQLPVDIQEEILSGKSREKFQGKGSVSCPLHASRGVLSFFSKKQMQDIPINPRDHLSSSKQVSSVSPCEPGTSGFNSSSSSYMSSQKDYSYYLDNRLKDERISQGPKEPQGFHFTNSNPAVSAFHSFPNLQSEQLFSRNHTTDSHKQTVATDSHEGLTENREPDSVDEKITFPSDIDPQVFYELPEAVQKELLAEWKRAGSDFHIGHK
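Fluorescent replication assay read twice, at 0 min and 10 min after adding 50 nM (final) substrate. Enzyme (10 nM) and compounds were first incubated 15 min at room temperature; enzyme-free buffer wells were negative controls.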
POLB inh – inhibitors of human DNA polymerase beta | P06746 | Pol beta primer extension/strand displacement, fluorescence kinetic | Potency, µM (doses to about 114 µM), for inactives: at the highest dose activity change, negative = inhibition, usual class: inhibitors | hit rate 1.3% among 340,000; also: potency is read from the fitted curve at half-maximal effect; % is scaled to controls: 0 for no effect and ±100 for the full control effect
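Values derive from four-parameter Hill fits of normalized kinetic data: reads at 0 and 10 min following addition of 50 nM substrate to 10 nM Pol beta preincubated 15 min with compound.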
APE1 inh – APE1 (human) endonuclease inhibition; recombinant APE1, TAMRA/BHQ-2 abasic DNA cleavage fluorescence; Potency, µM (top dose mostly 65.8 µM), inactives show top-dose activity change, negative = inhibition, usual class: inhibitors; hit rate 0.35% among 350,000; AID 2517;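 also: potency is read from the fitted curve at half-maximal effect; plate controls were vehicle for no effect and reference inhibitor for full effect; nearly all actives have a fitted effect of over 55% in size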
Target sequence (P27695 whole entry, looked up): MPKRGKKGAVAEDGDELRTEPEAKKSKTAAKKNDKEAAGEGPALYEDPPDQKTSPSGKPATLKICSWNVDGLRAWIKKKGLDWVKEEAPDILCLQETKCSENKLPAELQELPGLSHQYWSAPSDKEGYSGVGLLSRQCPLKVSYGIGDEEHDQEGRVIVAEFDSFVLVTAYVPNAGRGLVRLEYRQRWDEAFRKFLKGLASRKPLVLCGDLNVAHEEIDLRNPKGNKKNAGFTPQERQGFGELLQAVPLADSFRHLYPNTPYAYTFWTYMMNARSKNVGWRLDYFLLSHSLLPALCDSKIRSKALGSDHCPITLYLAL
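Readout is kinetic fluorescence (ex 525, em 598 nm) from cleavage of 50 nM TAMRA/BHQ-2 THF abasic duplex by 0.75 nM APE1, compound added 15 min beforehand at RT.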
BLM inh – blocks DNA unwinding by human BLM helicase | P54132 | Potency, µM (highest dose often 56.1 µM), inactives show at the top dose activity change, negative = inhibition, actives largely listed as inhibitors | recombinant BLM DNA unwinding, fluorescence dequenching | hit rate 0.2% among 350,000 | AID 2528;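 also: potency is read from the fitted curve at half-maximal effect; plate controls were vehicle for no effect and no enzyme for full effect; nearly all actives have a fitted effect of over 35% in size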
Pol eta inh – blocks human DNA polymerase eta activity; AID 588591; Q9Y253; recombinant Pol eta, fluorescent DNA replication assay; hit rate 1.2% among 390,000; Potency, µM (top dose mostly 114 µM), without a hit: at the highest dose activity change, negative = inhibition, hits mostly inhibitors; also: potency is read from the fitted curve at half-maximal effect; % is scaled to controls: 0 for no effect and ±100 for the full control effect
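Fluorescent replication assay: 50 nM final substrate added after a 15 min room-temperature compound preincubation with 10 nM enzyme. Signal taken at 0 min and again at 10 min.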
Anesthetic bind – candidate novel general anesthetic via apoferritin binding. P02791. apoferritin/1-aminoanthracene competitive binding, fluorescence. Potency, µM (series often up to 77.5 µM), without a hit: top-dose activity change, negative = displacement, actives largely listed as inhibitors. hit rate 0.074% among 350,000; also: potency is read from the fitted curve at half-maximal effect; % is scaled to controls: 0 for no effect and ±100 for the full control effect; nearly all actives have a fitted effect of over 20% in size
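Probe: 1-aminoanthracene (50% saturated, PBS). Protein: horse-spleen apoferritin, 10 uM. Incubation: 10 min, room temperature. Detection: 380 nm excitation, 535 nm emission. Analysis: normalized response, four-parameter Hill.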
* hit, by the source's call; i = inactive; u = inconclusive; x = not tested or not shown; & = joins results of further samples; [ ] = dose if it differs, or a comment. Unless noted, calls follow the shape of the dose curve; as a rule, active = well fitted curve in the direction sought with a large enough effect; inconclusive = small, poorly fitted or top-dose-only effect, or another doubt; inactive = no such curve, though single readings can be large; an effect the other way counts as inactive or inconclusive. Only part of the results is shown. The share of hits here may be higher or lower than overall.

nr	SMILES	Tb PGK inh	Pol kappa inh	RXFP1 antag	POLI inh	POLB inh	APE1 inh	BLM inh	Pol eta inh	Anesthetic bind
1	CCOC(=O)C1(Cc2ccc(OC)cc2)CCN(C(=O)c2cc(C)on2)CC1	-1%	3%	-6	-6%	-2%	-20%	-1%	-9%	-6%
2	Cc1ccc(C)c(CN2C(=O)C3(c4ccccc42)N(c2ccc(Cl)cc2)C(=O)CS3(=O)=O)c1 (stereo not drawn)	-4%	-5%	x	-17%	28%	x	-9%	0%	-2%
3	O=C(Cn1nc(C(F)F)cc1C(F)F)NNC(=S)Nc1ccc(Cl)cc1	i	-6%	30	15%	-3%	2%	-2%	-14%	63%[activator]
4	CC(SC1=Nc2ccccc2C2CC=NN12)C(=O)NC1(C#N)CCCCC1 (stereo not drawn)	i	1%	-12	0%	x	61%	x	-12%	x
5	Cc1ccc(OCC(=O)N2N=C(c3ccncc3)CC2(O)C(F)(F)F)cc1C (stereo not drawn)	-3%	19%	1	6%	0%	-5%	0%	-5%	-1%
6	C=CCn1c(SCC(=O)N(C)C2CCS(=O)(=O)C2)nnc1-c1ccncc1 (stereo not drawn)	15%	-5%	6	1%	11%	0%	-1%	-5%	-4%
7	CC(Sc1ncc(C#N)c(N)n1)C(=O)Nc1ccccc1 (stereo not drawn)	-12%	-4%	7	-2%	-2%	-2%	-3%	-4%	6%
8	C=CCOc1ccc(NC(=O)C(=O)NCCCn2ccnc2)cc1	-1%	-13%	1	36%[activator]	17%	1%	1%	-13%	-13%
9	COc1ccccc1N1CCN(C(=O)COc2ccccc2C#N)CC1	1%	-7%	-5	24%	2%	x	-8%	-10%	2%
10	Cc1cc(=O)[nH]c(SCC(=O)c2ccc(C)c(C)c2)n1	6%	-2%	3	7%	-1%	-2%	2%	6%	u
11	C/C(CC1CC(COCC(C)C)OC1=O)=N\Nc1nc(-c2ccccc2)cs1 (stereo not drawn)	-4%	-13%	-9	u	-10%	0%	-1%	-7%	-3%
12	CCN(CC)S(=O)(=O)c1ccc(Cl)c(NC(=O)COC(=O)/C=C/c2ccc(O)c(OC)c2)c1	-9%	-8%	-5	208%[activator]	22%	4%	1%	-23%	-3%
13	Cc1nc2sccn2c(=O)c1S(=O)(=O)Nc1ccc(N2CCN(C(=O)C(C)C)CC2)cc1	3%	-12%&-5%	-7&-17	24%&6%	13%&18%	13%	-1%&-5%	7%&-4%	3%&-6%
14	CCOc1ccccc1C(=O)OCC(=O)Nc1cc(S(=O)(=O)N2CCOCC2)ccc1C	-5%	5%	-3	-2%	x	30%	x	-16%	x
15	CC1=C(C#N)C(Nc2ccc(C)cn2)(C(F)(F)F)C(=O)N1 (stereo not drawn)	-1%	-4%	-1	10%	4%	1%	0%	3%	-8%

The closing two compounds of the section above are carried over, then new ones follow.
nr	SMILES	Tb PGK inh	Pol kappa inh	RXFP1 antag	POLI inh	POLB inh	APE1 inh	BLM inh	Pol eta inh	Anesthetic bind
14	CCOc1ccccc1C(=O)OCC(=O)Nc1cc(S(=O)(=O)N2CCOCC2)ccc1C	-5%	5%	-3	-2%	x	30%	x	-16%	x
15	CC1=C(C#N)C(Nc2ccc(C)cn2)(C(F)(F)F)C(=O)N1 (stereo not drawn)	-1%	-4%	-1	10%	4%	1%	0%	3%	-8%
16	CC(=O)c1cccc(NC(=O)Nc2c(C)nn(C)c2C)c1	0%	-2%	-4	28%	13%	20%	-1%	-12%	-3%
17	COc1cccc(NC(=O)Cc2c(C(=O)O)[nH]c3ccccc23)c1	x	-6%	21	u	4%	16%	0%	-7%	-5%
18	CCN1CCSc2ccc(C(=O)NC(C)c3ccccc3)cc21 (stereo not drawn)	i	-3%	-4	23%	4%	x	-4%	-19%	30%[activator]
19	C=CCN(Cc1cccs1)C(=O)COc1ccc2c(c1)OCO2	-1%	-12%	-10	45%[activator]	x	8%	x	-7%	x
20	COc1ccc(CCNC(=O)C2CCC(CNc3c(N4CCCC4)c(=O)c3=O)CC2)cc1OC (stereo not drawn)	-2%	-6%	3	6%	-9%	-2%	-2%	-1%	-7%
21	COc1ccc(C(NC(=O)/C=C/c2ccco2)c2ccc(OC)c(OC)c2)cc1OC	-16%	-19%	0	-20%	19%	10%	-5%	u	3%
22	CCOc1ccccc1CNCCCSc1nnnn1C	-7%	-1%	-5	23%	2%	x	0%	-23%	2%
23	C[C@@H]1CN([C@H](C)CO)C(=O)c2cc(NC(=O)Nc3ccc(C(F)(F)F)cc3)ccc2O[C@H]1CN(C)C(=O)Nc1ccc(F)cc1	-8%	-3%	x	-26%	x	x	x	-15%	x
24	CCCCC(=O)c1ccc(OC(=O)c2ccc([N+](=O)[O-])cc2)cc1	i	-18%	13	4%	x	x	x	-9%	x
25	CC(C)CCC(C)NC(=O)CN1C(=O)NC(C)(c2ccc3ccccc3c2)C1=O (stereo not drawn)	i	-24%	-6	0%	15%	12%	-6%	-19%	u
26	O=C(Nc1ccc(Oc2ccc(NC(=O)Nc3ccccc3Cl)cc2)cc1)Nc1ccccc1Cl	-9%	-10%	-15	u	-16%	14%	-1%	-13%	-5%
27	Cc1ccc(CNC(=O)CC2Nc3c4ccccc4nc(=S)n3C2=O)cc1 (stereo not drawn)	x	x	x	x	-6%	-1%	1%	x	-11%
28	COc1ccccc1CNC(=O)C(NC(=O)Nc1ccccc1)C(C)C (stereo not drawn)	-10%	-1%	14	149%[activator]	34%	10%	0%	-8%	-11%
29	CCOc1cccc2sc(N(CCCN(C)C)C(=O)c3ccc(S(=O)(=O)N(C)CC4CCCO4)cc3)nc12 (stereo not drawn)	i	-3%	-26	0%	4%	10%	-4%	-20%	-18%
30	COc1ccc(N(C(=O)CNC(=O)c2cccs2)C(C(=O)NCC2CCCO2)c2ccc(OC)c(OC)c2)cc1 (stereo not drawn)	i	0%	-15	-9%	u	3%	0%	-7%	-5%
31	CCOC(=O)c1noc2ncn(CC(=O)Nc3ccc(OC)c(Cl)c3)c(=O)c12	-5%	-9%[60.1 µM]	x	-29%	u	x	-2%	2%	3%
32	COc1ccc(NC(=O)c2cc(F)c(F)cc2Cl)cc1Cl	-5%	-7%	-5	-23%	17%	0%	-2%	-3%	-9%
33	C=C(C)COc1ccc(-c2ncncc2-c2ccc(OC)cc2)c(O)c1	8%	-3%	-11	11%	6%	1%	-13%	-12%	-20%
34	CCOC(=O)c1c(C)[nH]c(C(=O)OCC(=O)N(C)C2CCS(=O)(=O)C2)c1C (stereo not drawn)	2%	3%	-10	6%	5%	0%	-6%	7%	-5%
35	CCOc1cccc(OCCCCn2ccnc2)c1	-1%	2%	-1	3%	-1%	4%	2%	-17%	-4%
36	O=S(=O)(c1ccccc1)N1CCN=C1SCc1ccc(Cl)c(Cl)c1	-15%	2%	13	-14%	55%	12%	-9%	-24%	9%
37	CC(C)c1ccc(NC(=O)C2Cc3ccccc3N2C(=O)c2ccccc2)cc1 (stereo not drawn)	-8%	-5%[60.1 µM]	-18	-11%	15%	x	1%	2%	-17%
38	CCCCN(CC)CCCNC(=O)c1c(C)oc2ncnc(N3CCOCC3)c12	24%	1%	10	22%	46%	x	2%	-4%	1%
39	CCOC(=O)N1CCN(C(=O)C2CCN(C(=O)c3ccc(C(C)(C)C)cc3)CC2)CC1	-3%	-4%	3	179%[activator]	45%	27%	3%	-16%	-6%
40	CC(C)C[C@H]1CNC(=S)N1CC1CCN(CCCC2CCCC2)CC1	-1%	u	x	-14%	x	x	x	-13%	x
41	COC(=O)C1C(C(=O)OC)C1(c1ccccc1)c1ccccc1 (stereo not drawn)	-2%	-14%	2	10%[58.9 µM]	0%	5%	-1%	0%	-2%
42	N#CC1=C2SC=C(c3ccc(Br)cc3)N2CCCC1=O	-6%	-7%	-8	2%	13%	-7%	-5%	-6%	-8%
43	O=C(CN1CCOCC1)NCCNS(=O)(=O)c1ccccc1	i	-2%	-6	22%	-5%	54%[activator]	-6%	-13%	-4%
44	Cc1ccc(CNC(=O)c2cc(-c3ccc(C)cc3)nc3n[nH]c(-c4ccc(F)cc4)c23)cc1	-5%	-4%[60.1 µM]	-7	4%	-1%	x	-2%	-1%	-12%
45	Cc1ccc(S(=O)(=O)N2CCCCC2)cc1	2%	u	1	10%	-3%	12%	-3%	-11%	-11%
46	O=C(O)CCNS(=O)(=O)c1ccc2ccccc2c1	-1%	-21%	17	6%[58.9 µM]	-4%	0%	1%	-12%	-4%
47	COc1ccc(S(=O)(=O)N(C)CC(=O)Nc2cccc(C(C)=O)c2)cc1	-18%	0%[60.1 µM]	-7	-9%	0%	0%	-1%	0%	-9%
48	OC(c1ccccc1)c1nc2ccccc2s1 (stereo not drawn)	5%	-4%	4	-2%	4%	-1%	-2%	-14%	u
49	COc1ccc(-c2oc3ccc(N4CCOCC4)cc3c2/C=C/c2ccc(OC)c(OC)c2)cc1	6%	-10%	x	-17%	15%	28%	-6%	-14%	55%[activator]
50	O=C(CSc1nncs1)NC1CCCc2ccccc21 (stereo not drawn)	-5%	-3%	-10	2%	-25%	-1%	1%	-8%	-6%
51	Cc1cc2cc(C)c(NCCNC(=O)c3cccs3)nc2cc1C	4%	-10%	-16	23%	4%	4%	4%	7%	-21%
52	CCOC(=O)C1(Cc2ccc(Cl)cc2)CCN(Cc2ccon2)CC1	3%	7%	7	59%[activator]	-7%	0%	-6%	-19%	-7%
53	O=C(CNC(=O)c1cccs1)OCc1c(F)cccc1Cl	-2%	1%	-5	52%[activator]	-2%	6%	-1%	-10%	8%
54	NS(=O)(=O)c1ccc(NC(=O)COC(=O)CCc2c[nH]c3ccccc23)cc1	-4%	-16%	-9	4%	5%	17%	-6%	-7%	-6%
55	NC(=S)N/N=C/c1ncc(C(F)(F)F)cc1Cl	2%	14%	-33	70%[activator]	6%	-1%	-1%	-7%	-3%
56	Cc1cc(/C=C2\C(=N)N3N=C(C(C)C)SC3=NC2=O)c(C)n1Cc1ccccc1	4%	-2%	-8	63%[activator]	-1%	-1%	-13%	-11%	17%
